FXN GAA850 act: increases GAA850 frataxin promoter reporter activity | HEK293 lucGAA850 FXN promoter luciferase reporter, 24 h; percent of 10 µM SAHA response | activation, % at 6 µM | 360,000 compounds, 0.56% hits;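 active means activation above the average of all compounds screened plus 3 SD, cutoff fixed separately per campaign, cut at about 7.5% in these data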;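 further: 0% = DMSO wells and 100% = 10 µM SAHA wells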
PLC-beta3 inh: PLC-beta3 (human) inhibition, primary screen. Q01970. Purified PLC-beta3, fluorogenic substrate, fluorescence. inhibition, % at 12.2 µM. 370,000 compounds, 0.18% hits; in the data active means inhibition above about 11%;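 further: 0% = median of compound wells on plate and 100% = full blocker control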
DAX1 inh-1: inhibitors of DAX1 repression of SF-1 activated StAR promoter. HEK293T StAR-luciferase reporter, SF-1/DAX-1 repression relief. inhibition, % at 6.8 µM. 370,000 compounds, 1.1% hits. AID 652010;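 active means inhibition above the mean over all tested compounds plus 3 SD, cut at about 3.6% in these data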;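 further: 0% = DAX-1 cells with DMSO and 100% = cells lacking DAX-1 with DMSO; higher inhibition means more luminescence from relief of DAX-1 repression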
HGIII-sPLA2 inh: Blocks human group III sPLA2 activity. inhibition, % at 12.2 µM. AID 743126. 370,000 compounds, 0.56% hits. QFRET BODIPY PC-A2 liposome hydrolysis, fluorescence;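 active means inhibition above mean plus 3 SD of compounds lying within the high and low control bounds, cut at about 19% in these data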;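 further: 0% = median of test compound wells and 100% = no enzyme DMSO wells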
ADAM17 inh: inhibits human ADAM17 | inhibition, % at 6.95 µM | 370,000 compounds, 0.83% hits | recombinant ADAM17, EDANS/DABCYL FRET peptide cleavage;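 active means inhibition above the mean of compounds lying between control limits plus 3 SD, set per campaign, cut at about 8.5% in these data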;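 further: 0% = DMSO-only wells as the low control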
hgDAF-12 ag: activates the H. glycines DAF-12 receptor ligand-binding domain; activation, % at 6.8 µM; HEK293 GAL4-hgDAF12 UAS-luciferase reporter, agonist luminescence; normalized to butyrate control; AID 687014; 370,000 compounds, 1.8% hits;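 active means activation above a cutoff set at the mean of all screened compounds plus 3 SD, cut at about 10% in these data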;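 further: 0% = DMSO wells and 100% = sodium butyrate wells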
PLC-gamma1 inh: inhibitors of human phospholipase C gamma1; P19174; AID 720700; 370,000 compounds, 0.84% hits; purified PLC-gamma1, fluorogenic substrate, fluorescence; inhibition, % at 12.2 µM; in the data active means inhibition above about 9.5%
DAX1 inh-2: inhibitors of human orphan nuclear receptor DAX1 (NR0B1); HEK293 Gal4-DAX1 luciferase reporter, luminescence; 340,000 compounds, 0.99% hits; inhibition, % at 6.75 µM; AID 504766;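 active means inhibition above the mean over all tested compounds plus 3 SD, cut at about 4.2% in these data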;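 further: 0% = DAX1-transfected cells with DMSO and 100% = empty-vector control cells with DMSO; inhibition shows as a rise in luminescence from relieved DAX1 repression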
Target sequence (P51843 207-470 limits assumed): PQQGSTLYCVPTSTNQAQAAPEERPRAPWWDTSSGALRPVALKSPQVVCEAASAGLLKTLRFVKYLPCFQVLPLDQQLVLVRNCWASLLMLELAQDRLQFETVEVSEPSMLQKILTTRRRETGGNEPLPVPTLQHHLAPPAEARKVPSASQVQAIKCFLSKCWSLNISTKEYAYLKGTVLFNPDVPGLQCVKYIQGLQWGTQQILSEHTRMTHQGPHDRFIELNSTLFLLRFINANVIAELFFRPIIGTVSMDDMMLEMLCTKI
hcDAF12 agonist: activates DAF-12 receptor from parasite H. contortus; 370,000 compounds, 1.4% hits; AID 652067; HEK293 hcDAF-12 lit1-tk-luc reporter, luminescence; 0% DMSO, 100% Δ7-dafachronic acid; activation, % at 6.8 µM;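 active means activation above the mean of all tested compounds plus 3 SD, cut at about 5.5% in these data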;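 further: 100% = response to 3 µM Δ7-dafachronic acid high control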
ADAM10 inh: inhibits human ADAM10; recombinant ADAM10, EDANS/DABCYL FRET peptide cleavage, 3 h; inhibition, % at 7 µM; 370,000 compounds, 0.62% hits; AID 720582;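 active means inhibition above a per-campaign cutoff equal to the mean of compounds falling between control-based bounds plus 3 SD, cut at about 20% in these data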;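 further: 0% = DMSO wells while the 100% control is not disclosed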
Target sequence (O14672 214-748 limits assumed): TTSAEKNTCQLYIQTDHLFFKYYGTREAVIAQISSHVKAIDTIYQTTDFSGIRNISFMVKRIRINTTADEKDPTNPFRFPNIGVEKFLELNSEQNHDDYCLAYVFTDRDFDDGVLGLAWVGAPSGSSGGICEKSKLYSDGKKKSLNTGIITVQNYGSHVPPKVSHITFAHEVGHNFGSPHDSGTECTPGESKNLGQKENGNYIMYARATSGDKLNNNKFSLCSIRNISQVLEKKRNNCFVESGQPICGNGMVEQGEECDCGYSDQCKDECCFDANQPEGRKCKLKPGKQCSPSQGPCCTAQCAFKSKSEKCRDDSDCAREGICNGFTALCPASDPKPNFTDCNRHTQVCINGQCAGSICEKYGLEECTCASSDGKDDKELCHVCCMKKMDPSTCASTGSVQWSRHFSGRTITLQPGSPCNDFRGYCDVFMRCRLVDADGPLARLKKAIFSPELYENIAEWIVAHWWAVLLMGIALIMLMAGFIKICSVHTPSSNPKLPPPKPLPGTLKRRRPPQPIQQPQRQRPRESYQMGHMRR
ssDAF-12 act: activators of S. stercoralis DAF-12 nuclear receptor | 370,000 compounds, 1% hits | activation, % at 6.8 µM | HEK293 ssDAF-12/GRIP1 lit1-tk-luc reporter, luminescence; % of 3 µM dafachronic acid response;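 active means activation above the mean over all tested compounds plus 3 SD, cut at about 0.9% in these data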;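 further: 0% = DMSO-only wells and 100% = 3 µM delta7-dafachronic acid wells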
Numbers without * were called inactive; i = inactive; x = not tested or not shown.

molecule	FXN GAA850 act	PLC-beta3 inh	DAX1 inh-1	HGIII-sPLA2 inh	ADAM17 inh	hgDAF-12 ag	PLC-gamma1 inh	DAX1 inh-2	hcDAF12 agonist	ADAM10 inh	ssDAF-12 act
CC(C)(C)C(=O)N1N=C(c2ccc(NS(C)(=O)=O)cc2)CC1c1cccs1 (configuration not stated)	0.3	-28	-0.8	-12	-185	-0.7	-26	-0.7	-1.6	i	-0.5
Cc1ccc(C2=NC(C)(C)N=C2SCC(=O)Nc2ccc(Cl)cc2)cc1	2.1	2	-1.2	-9	6	2.5	3	-1.8	-0.5	14	-1.5
CC(C)(C)NC(=O)CSc1nc2ccc(Nc3nc(N4CCOCC4)nc(N4CCOCC4)n3)cc2s1	0.6	-3	-1.7	-1	-2	-6.1	-3	-3.0	-6.9	3	-2.7
Cc1cnc(CNC(=O)CC2C(=O)NCCN2Cc2ccccc2C(F)(F)F)cn1 (configuration not stated)	1.9	-21	-0.1	0	-3	3.4	-11	0.5	-0.8	-6	-1.5
Cc1ccc(-c2csc(NC(=O)CSc3ncn(-c4ccccc4)n3)n2)cc1	-0.2	-1	-0.2	-9	-1	0.5	4	-1.8	-1.3	6	-1.7
CCn1ncc(/C=N\NC(=O)Cc2ccc([N+](=O)[O-])cc2)c1C	-0.3	2	-0.1	10	-2	-4.2	1	-2.2	-0.7	-6	-0.3
Cc1cc(F)ccc1-c1cc(C(=O)N2CCN(c3ccncc3)CC2)[nH]n1	0.9	3	-1.5	-19	5	-6.8	2	x	-1.7	-9	-2.0
O=C(CCS(=O)(=O)c1ccccc1)Nc1cccc(-c2nc3ccccc3s2)c1	5.5	-4	1.8	-63	0	5.1	-4	0.2	2.8	-1	-1.6
O=C1CN(C(=O)c2ccccc2F)C(c2ccccc2)c2cc(F)ccc2N1 (configuration not stated)	-1.1	-6	-0.2	2	-5	-2.3	0	-0.2	-3.0	-6	-0.9
CCS(=O)(=O)N1CCC(C(=O)NCCN2CCOCC2)CC1	1.0	5	-0.3	-2	-1	1.9	3	0.8	1.3	-1	-0.9
Cc1ccc(NCc2ccco2)cc1C	2.7	-3	-0.1	4	-1	-1.2	-1	1.5	3.1	-3	-0.5
COc1ccccc1NC(=O)C1CC(=O)N(c2ccc(F)cc2)C1 (configuration not stated)	2.4	-2	-0.4	4	-3	-0.9	2	0.1	-1.5	-2	-1.1

Next section
molecule	FXN GAA850 act	PLC-beta3 inh	DAX1 inh-1	HGIII-sPLA2 inh	ADAM17 inh	hgDAF-12 ag	PLC-gamma1 inh	DAX1 inh-2	hcDAF12 agonist	ADAM10 inh	ssDAF-12 act
CN(Cc1ccc(-n2cccn2)cc1)Cc1cn(C)nc1-c1ccccc1F	1.3	3	0.1	5	5	-2.3	5	0.5	0.2	6	-1.5
COc1cc(NC(=O)CSc2nc(C)cc(C)n2)cc(OC)c1OC	-0.5	-5	-0.9	-5	-1	-1.9	0	-0.4	-0.7	1	-2.1
COC(=O)c1sc2nc3c(cc2c1N)COC(C)(C)C3	3.2	i	4.0*	-1	-8	16*	-321	1.4	2.5	-26	0.1
COc1ccc(NC(=O)c2ccsc2NC(C)=O)cc1	-0.8	1	-0.4	2	0	-1.3	3	0.2	-0.6	2	-1.4
COc1ccccc1NC(=O)CSc1nnc(CSc2nc(C)cc(C)n2)o1	0.0	-3	-0.4	2	-6	-1.7	-1	-1.2	0.1	-7	-1.5
O=S(=O)(c1ccc(NCCCO)nc1)N1CCOCC1	0.4	-4	2.5	9	-5	2.4	0	1.6	1.3	-16	-0.6
COC(=O)C(C(=O)OC)C1C=CCN(C(C)=O)C1 (configuration not stated)	1.5	0	0.4	-5	1	-0.7	29*	-0.3	0.9	-3	-1.3
O=S(=O)(NCCc1ccncc1)c1ccc(S(=O)(=O)N2CCCCCC2)cc1	-1.8	8	-0.2	-8	-3	-3.6	3	0.4	-2.0	6	-2.2
CCCCCOc1ccc(OC(=O)c2ccncc2)cc1	0.4	1	-1.3	-3	-4	-1.9	-2	-1.8	-1.5	-8	-1.1
CC(NCC(O)COc1ccccc1)C1COc2ccccc2O1 (configuration not stated)	1.2	1	0.2	-7	1	-1.7	1	0.8	-1.4	8	-1.0
COC(=O)CCC(=O)NNC(=O)c1cccc(Cl)c1	-0.2	6	-0.4	-1	-1	-1.9	4	-0.2	-0.4	9	-1.7
O=c1c(-c2ccc(Cl)cc2)cnc2n1CCS2	1.4	-75	0.9	6	-9	4.3	1	-0.1	2.9	-3	-1.1

(next part)
molecule	FXN GAA850 act	PLC-beta3 inh	DAX1 inh-1	HGIII-sPLA2 inh	ADAM17 inh	hgDAF-12 ag	PLC-gamma1 inh	DAX1 inh-2	hcDAF12 agonist	ADAM10 inh	ssDAF-12 act
COC(=O)[C@@]1(Cc2ccc(OC)cc2)[C@H]2c3cc(C(=O)N4CCCC4)n(Cc4ccc(C)c(F)c4F)c3C[C@H]2CN1C(=O)c1ccccc1	x	-6	-2.3	-17	0	2.3	-3	x	-1.9	-3	-1.4
O=C(COC(=O)CC1CCCC1)Nc1ccc(Br)cc1F	0.6	-3	-0.5	10	-3	-0.9	1	0.4	-1.0	-13	-1.4
O=C1C2CC=CCC2C(=O)N1c1ccc(NCCc2ccccc2)c([N+](=O)[O-])c1 (configuration not stated)	1.3	-11	-0.3	6	2	0.8	5	-0.6	1.8	5	-1.6
COc1cccc(N2CCN(Cc3ncc(-c4ccccc4)o3)CC2)c1	0.1	-9	-0.3	-8	2	-0.5	-2	2.6	-1.7	2	-0.5
Cc1ccc(NC(=O)CN(C)C(=O)COc2ccc(C(=O)c3ccc(F)cc3)cc2)cc1	-2.1	0	-0.6	-12	0	-2.4	-3	-1.6	-2.8	1	-1.5
CN(Cc1nc2ccccc2n1C)c1ccccc1	1.8	1	-0.1	-1	-4	7.9	-1	-0.8	5.4	-3	0.7
COc1ccc(C(=O)C2CCCN(C(=O)c3cc(C4CC4)[nH]n3)C2)c(C)c1 (configuration not stated)	1.1	-13	-0.8	-3	-6	0.8	0	0.0	0.2	2	-1.1
CCOc1ccc(C(=O)NCCCN2CCCC2=O)cc1	0.6	2	0.2	6	-6	0.3	-1	0.1	-1.4	3	-1.0
O=C(O)CN1C(=O)CC(c2ccccc2)CC1=O	0.7	-4	0.0	1	0	0.5	0	-0.5	-1.4	8	-1.2
Cc1ccc(NC(=O)c2ccc(OCc3c(C)noc3C)cc2)nc1	0.5	-4	-1.0	2	0	0.8	0	-1.1	-1.8	-11	-1.7
O=C(Nc1ccc(NC(=O)c2cccs2)c(Cl)c1)c1cccs1	4.7	1	0.4	-11	-2	3.3	-4	0.7	-1.6	-2	-1.0
COC(=O)c1ccc(/C=N\n2c(C)nnc2C)cc1	1.1	0	-0.1	4	-2	-1.5	-3	1.7	-0.5	-1	-0.8

Remaining list, next part:
molecule	FXN GAA850 act	PLC-beta3 inh	DAX1 inh-1	HGIII-sPLA2 inh	ADAM17 inh	hgDAF-12 ag	PLC-gamma1 inh	DAX1 inh-2	hcDAF12 agonist	ADAM10 inh	ssDAF-12 act
Cc1ccc(CN2CCN(/N=C/c3cccn3C)CC2)c(C)c1	-1.4	-3	0.4	4	0	-0.7	2	3.1	3.4	7	-1.2
CC(C)C(NC(=O)c1ccccc1F)C(=O)OCC(=O)c1ccc(F)cc1 (configuration not stated)	3.0	2	0.2	-12	0	3.7	-1	1.8	0.3	1	-0.8
Cc1ccc(S(=O)(=O)NC2(C(F)(F)F)NC(=O)N(CCc3ccccc3)C2=O)cc1 (configuration not stated)	-0.7	1	0.9	1	-6	-1.4	-1	-0.2	-1.9	-13	-0.9
CCCn1c(N)c(C(c2ccc(C(=O)OC)cc2)N2CCN(c3ccccc3)CC2)c(=O)[nH]c1=O (configuration not stated)	-1.9	-3	-0.6	6	-7	-2.3	-3	-0.6	-0.6	-3	-1.0
CCCCn1c(N)c(N(CC(C)C)C(=O)c2oc3c(Cl)cccc3c2C)c(=O)[nH]c1=O	0.4	-2	-0.3	1	-7	4.0	-4	-0.6	2.9	-14	0.4
CN(C)c1ccc(/C=C(\NC(=O)c2ccccc2)C(=O)NCCCn2ccnc2)cc1	1.4	-20	0.0	-5	-1	2.7	-12	1.5	-0.2	-10	-0.6
Clc1ccc(Oc2nc(N3CCOCC3)nc(N3CCOCC3)n2)c(C2CCCCC2)c1	0.0	0	0.3	2	-4	2.3	2	0.2	-1.1	4	-0.5
CCCCn1c(N)c(N(CC(C)C)C(=O)Cc2ccc(S(=O)(=O)N3CCOCC3)s2)c(=O)[nH]c1=O	1.1	-55	0.7	-6	-9	-0.2	-38	1.8	-0.3	-14	-1.3
Cc1ccc(CNC(=O)c2cc3c(=O)n(C)c4ccccc4c3n2C)cc1	-0.9	1	0.1	3	0	-0.3	-2	5.6*	1.4	-9	-1.4
CCn1c2ccc(Cl)cc2c2nc3ccccc3nc21	x	-170	0.0	-3	-6	3.0	-132	x	1.3	-26	-0.9
COc1ccccc1/C=N/NC(=O)CO	-0.6	3	-0.7	2	0	-1.4	0	-0.3	-0.2	-6	-0.8
CC1CC2=C(C(=O)O1)C(c1ccccc1)Nc1ccccc1N2 (configuration not stated)	1.3	7	0.3	5	5	-2.3	3	0.0	4.1	2	-0.5
Cc1ccc(NC2CCCN(C(=O)c3ccccc3-c3ncc[nH]3)C2)cc1C (configuration not stated)	0.8	-4	-0.7	7	-7	0.5	-1	0.4	-1.2	-3	-1.5
COc1ccc(Cc2nnc(SCC(=O)Nc3ccc(C)c(C)c3)o2)cc1OC	-1.2	0	0.0	-10	0	-1.4	1	-0.9	-2.2	0	-0.6
Cc1ccc(C2=C(O)C(=O)C(c3ccc(C)cc3)=C(O)C2=O)cc1	-0.6	-4	-1.9	-10	-1	1.6	-7	0.0	1.4	-5	-0.9
